Bioassay records as filed in PubChem BioAssay.
RNase H inhibition: RNase H inhibition, HIV 1 Gag Pol polyprotein, FRET biochemical assay, screening (AID 372) | HIV-1 RT RNase H, FRET RNA/DNA substrate fluorescence; higher % means a stronger effect | one-dose inhibition, % at 10 µM; IC50 in µM for titrated hits | actives 0.77% (n = 100,000); in the data active = inhibition above about 50%
Active calls of the source: *; & = joins results of further samples. A portion of the library; count on the stated rates, not on these rows.

No.	Compound	RNase H inhibition
1	CCc1ccc(NC(=O)C(=O)NCCN2CCN(C(=O)c3ccccc3Cl)CC2)cc1	9%
2	COCCCNC(=O)CN(c1cc(C)cc(C)c1)S(=O)(=O)c1ccccc1	18%
3	CCN1C(=O)/C(=C\c2cc(Br)ccc2OS(=O)(=O)c2ccc(C)cc2)SC1=S	10%
4	Cc1ccc(/C(O)=C2\C(=O)C(=O)N(c3ccccc3)C2c2ccc(F)cc2)cc1 (stereo unspecified)	7%
5	CCOc1ccc(-c2c(C#N)c(N)n3c(nc4ccccc43)c2C#N)cc1OC	1%
6	Cc1ccc(OCCOc2ccc(C=O)cc2)cc1	3%
7	COc1cccc(N(CC(=O)Nc2ccc(I)cc2)S(=O)(=O)c2ccc(C)cc2)c1	16%
8	CC(=O)N(CCc1ccc(S(N)(=O)=O)cc1)C1CC(=O)N(c2ccccc2)C1=O (stereo unspecified)	0%
9	O=C(N/N=C\c1ccc(-c2ccc(Cl)cc2)o1)C1COc2cc3ccccc3cc2O1 (stereo unspecified)	9%
10	CC(C)=CCc1c2c(c3occ(-c4ccc(O)cc4)c(=O)c3c1O)C=CC(C)(C)O2	17%
11	Cc1cc(-c2ccccc2)nc2cc(C(=O)N3CCCC3)nn12	18%
12	Cc1ccc(-c2cc3nc4c(c(=O)n3[nH]2)SCC4)cc1	10%
13	O=C1N=c2ccccc2=C1c1s/c(=N/N=C2/C(=O)Nc3ccccc32)n(-c2ccc(O)cc2)c1O	26%
14	CCOc1cc(C=C2C(=O)N(C)C(=S)N(C)C2=O)cc(Br)c1OCC(=O)O	3%
15	COc1ccc2ccccc2c1/C=N/n1cnc2sc3c(c2c1=O)CCCC3	5%
16	O=C(NC(=S)Nc1cccc(-c2nc3ncccc3o2)c1)c1ccc(Cl)cc1	11%
17	COc1ccc(N(CC(=O)Nc2cccc(Br)c2)S(C)(=O)=O)cc1Cl	10%
18	Cc1cccc(NC(=O)c2ccc(-c3cccc(Cl)c3)o2)c1	5%
19	COc1cc(/C=N/Nc2nc(Nc3ccccc3)nc(Nc3ccccc3)n2)ccc1OCc1ccccc1[N+](=O)[O-]	32%
20	CCSCCOC(=O)C1=C(C)N(C)C(=O)NC1c1ccc(Cl)cc1 (stereo unspecified)	0%
21	COc1cc2c(cc1OC)C(C)N(CCC#N)CC2 (stereo unspecified)	5%
22	Cc1ccc(S(=O)(=O)Nc2ccc(O)c(S(=O)(=O)c3ccc(C)cc3)c2)cc1	7%
23	O=C(c1cccnc1)N1CCN(C(=O)c2cccs2)CC1	7%
24	O=C(N/N=C/c1cc(Cl)ccc1O)c1cc(Br)cc(Br)c1O	14%
25	COC(=O)c1cccc(NC(=O)c2ccc(C)cc2)c1	3%

Quoted from above, 5 compounds:
No.	Compound	RNase H inhibition
20	CCSCCOC(=O)C1=C(C)N(C)C(=O)NC1c1ccc(Cl)cc1 (stereo unspecified)	0%
21	COc1cc2c(cc1OC)C(C)N(CCC#N)CC2 (stereo unspecified)	5%
22	Cc1ccc(S(=O)(=O)Nc2ccc(O)c(S(=O)(=O)c3ccc(C)cc3)c2)cc1	7%
23	O=C(c1cccnc1)N1CCN(C(=O)c2cccs2)CC1	7%
24	O=C(N/N=C/c1cc(Cl)ccc1O)c1cc(Br)cc(Br)c1O	14%

Other entries.
No.	Compound	RNase H inhibition
26	O=C(Sc1nnnn1-c1ccccc1)c1ccccc1Br	0%
27	CC(C)c1ccc(N2C(=O)NC(=O)/C(=C/c3ccc(O)c(Br)c3)C2=O)cc1	20%
28	COc1cccc(-n2c(O)c(/C=C3\C=c4ccccc4=N3)c(=O)[nH]c2=O)c1	14%
29	CC(C)(C)c1ccc(O)c(N=Cc2cc(Cl)cc(Br)c2O)c1	5%
30	COc1ccccc1Nc1nc(-c2ccccn2)cs1	7%
31	CCCC(=O)N1CCN(c2cc(C)c(C(C)=O)cc2F)CC1	5%
32	O=C(Nc1cc2ccccc2cc1NC(=O)c1ccc(F)cc1)c1ccc(F)cc1	7%
33	CCOc1ccc(NC(=O)Nc2nnc(SCc3ccc(Cl)cc3Cl)s2)cc1	13%
34	c1ccc(CN2CCC(N3CCN(C4CC5CCC4C5)CC3)CC2)cc1 (stereo unspecified)	8%
35	CCOC(=O)N1CCN(S(=O)(=O)c2ccc(C)cc2)C1	14%
36	O=C1OC(c2cccc(F)c2)=N/C1=C\c1ccccc1OCc1ccc(F)cc1	10%
37	Cc1ccc(-c2csc(/C(C#N)=C/c3cccc(O)c3)n2)cc1	43%
38	Nc1nnc(SCC(=O)n2c3ccccc3c3ccccc32)s1	4%
39	CC(=O)NC(C)C12CC3CC(CC(C3)C1)C2 (stereo unspecified)	8%
40	COc1ccc([N+](=O)[O-])cc1NCc1ccc(F)c(F)c1	13%
41	Cc1ccc(-c2cc(C(F)(F)F)n3nc(C(=O)O)cc3n2)cc1	2%
42	CC1CCC(=C(C#N)c2nc(-c3cc4ccccc4oc3=O)cs2)CC1 (stereo unspecified)	16%
43	COc1cccc(C(=O)NNC(=O)c2cc(Cl)ccc2O)c1	4%
44	O=c1c2c(ncn1/N=C/c1ccccc1)-c1ccccc1CC21CCCCC1	1%
45	N#C/C(=C\c1ccc(O)cc1)C(=O)Nc1ccc(F)cc1	14%
46	Cc1nc(SCC(=O)c2ccc(Cl)cc2)n[nH]1	15%
47	O=C1N=C(N2CCCC2)S/C1=C\c1ccc([N+](=O)[O-])cc1	4%
48	O=c1c(/C=C2\C=Nc3ccccc32)c(-c2ccccc2)[nH]n1-c1nc(-c2ccc(Br)cc2)cs1	5%
49	Cc1ccc(C(=O)Nc2ccc3nn(-c4ccc(F)cc4)nc3c2)cc1[N+](=O)[O-]	40%
50	O=C(CN1CCCCCC1)N/N=C/c1ccc(Cl)cc1	0%
51	CC(C)(C)c1ccc(OCCn2cc(/C=N/n3cnnc3)c3ccccc32)cc1	13%
52	N#CC1=C(N)Oc2c([nH]c(=O)[nH]c2=O)C1c1ccccc1 (stereo unspecified)	5%
53	CCN(CC)c1ccc(NC(=O)c2ccc(-c3ccc([N+](=O)[O-])cc3)o2)cc1	20%
54	Cc1ccc(NC(=O)CCCN(C)S(=O)(=O)c2ccc(Cl)cc2)cc1	1%
55	Cc1cccc(C(=O)Nc2c(C(=O)N(C)C)cnn2-c2ccccc2)c1	7%
56	COc1ccc(NC(=O)NC(C)c2ccccc2)cc1 (stereo unspecified)	18%
57	CCCCOc1ccc(N2C(=O)CC(Nc3ccc(OCC)cc3)C2=O)cc1 (stereo unspecified)	9%
58	CCc1ccc(S(=O)(=O)Nc2cc(-c3c(O)ccc4ccccc34)c(O)c3ccccc23)cc1	24%
59	COc1ccc(NC(=S)NC(=O)c2ccccc2C)cc1	13%
60	CCOn1c(=O)c(-c2ccccc2)[n+]([O-])c2ccccc21	9%
61	N#Cc1c(N)sc2c1CCCCCC2	9%
62	CCSc1nnc2c(n1)OC(c1cc3c(cc1Cl)OCO3)Nc1ccccc1-2 (stereo unspecified)	16%
63	Cc1cc(S(=O)(=O)n2ccnc2)c(Cl)cc1Cl	11%
64	O=C(N/N=C/c1c(O)ccc2ccccc12)c1cccs1	4%
65	Cc1c(Cl)cccc1NC(=O)c1cccnc1	10%
66	COc1ccc(N2C(=O)/C(=C/c3cc(Br)cc(OC)c3O)SC2=S)cc1	34%
67	Cc1ccc(N(C(=O)c2ccc(Br)o2)C2C=CS(=O)(=O)C2)cc1 (stereo unspecified)	0%
68	O=C1NC(=S)N/C1=C/c1ccc(-c2cccc(Cl)c2Cl)o1	41%
69	O=C1C2C3CC4C2C(=O)C2(c5ccccc5)C1C3C42 (stereo unspecified)	1%
70	CCOc1cc(/C=C2\C(=O)NC(=O)N(c3ccc(O)cc3)C2=O)ccc1OCc1ccccc1F	11%
71	COc1ccc(CCC(=O)Nc2cc(Cl)ccc2Cl)cc1	13%
72	Cc1cc(Cl)ccc1NC(=O)C(=O)NC(C)C	5%
73	COC(=O)c1c(N)sc(C(=O)Nc2ccc(C)cc2C)c1C	2%
74	COc1ccc(/C=C/C(=O)NC(C)C)cc1	2%
75	COc1cc(/C=C2\C(=O)NC(=O)N(c3cccc(C)c3)C2=O)ccc1OCc1cccc(C(=O)O)c1	4%

Four of the compounds above, with each value named:
41	Cc1ccc(-c2cc(C(F)(F)F)n3nc(C(=O)O)cc3n2)cc1
  RNase H inhibition: 2%
46	Cc1nc(SCC(=O)c2ccc(Cl)cc2)n[nH]1
  RNase H inhibition: 15%
28	COc1cccc(-n2c(O)c(/C=C3\C=c4ccccc4=N3)c(=O)[nH]c2=O)c1
  RNase H inhibition: 14%
19	COc1cc(/C=N/Nc2nc(Nc3ccccc3)nc(Nc3ccccc3)n2)ccc1OCc1ccccc1[N+](=O)[O-]
  RNase H inhibition: 32%

Further structures follow:
no.	SMILES	RNase H inhibition
76	C=CCN1C(=O)/C(=C/c2ccc(OCCOc3ccccc3Cl)c(OC)c2)SC1=S	14%
77	Cc1ccc(C)n1-c1ccc(OCC(=O)O)cc1	54%*
78	CCOC(=O)C1=C(O)/C(=C/c2ccc(F)cc2)SC1=Nc1ccccc1	32%
79	COc1ccccc1NC(=O)c1ccc(C(=O)c2c(C)cc(C)cc2C)cc1	18%
80	CCOc1ccc(S(=O)(=O)Oc2cccc3ccccc23)cc1	30%
81	CSc1ccccc1NC(=O)CCc1ccc(Oc2cc([N+](=O)[O-])cc([N+](=O)[O-])c2)cc1	15%
82	O=[N+]([O-])c1ccc(Nc2c([N+](=O)[O-])ccc3c2=NC2(CCCCC2)N=3)cc1	2%
83	COc1cccc(C(=O)NNC(=O)c2ccc(F)cc2)c1	0%
84	COCCCNC(=O)CN(c1cccc(OC)c1)S(=O)(=O)c1ccccc1	0%
85	O=[N+]([O-])c1cccc(S(=O)(=O)Nc2cccc(F)c2)c1	0%
86	CCOC(=O)C1=NNC2C(=O)N(CC)C(=O)C12 (stereo unspecified)	0%
87	C=CCOc1c(I)cc(/C=C2\C(=O)NC(=S)N(c3ccc(Cl)cc3Cl)C2=O)cc1OCC	29%
88	Cc1cccc(OCCCCN2CCCC2)c1C	1%
89	O=C(c1ccccc1SCc1ccc(F)cc1)N1CCOCC1	20%
90	O=C(COc1ccccc1)N1c2ccccc2Sc2ccccc21	19%
91	Nc1ccccc1C(=O)NNc1ccc([N+](=O)[O-])cc1[N+](=O)[O-]	6%
92	O=C(CCNc1cccc(Br)c1)c1cccs1	10%
93	O=C(Nc1ccc(Cl)c(-c2nc3ccccc3o2)c1)c1ccc(Br)cc1	55%*
94	CCCCOC(=O)C1=C(C)NC(=O)NC1c1ccc(Cl)c(Cl)c1 (stereo unspecified)	20%
95	COc1ccc(-c2cc(C(F)(F)F)n3nc(C(=O)Nc4cccc(C(C)=O)c4)c(Cl)c3n2)cc1	0%

Screen by screen, from the results shown.
Entries 86 to 95 in RNase H inhibition: 0%, 29%, 1%, 20%, 19%, 6%, 10%, 55%*, 20%, 0%

Remaining list, next part.
no.	SMILES	RNase H inhibition
96	COc1ccc(NC(=O)/C(C#N)=C\c2c(C)n(Cc3ccc([N+](=O)[O-])cc3)c3ccccc23)cc1	26%
97	COC(=O)C1=C(C)NC2=C(C(=O)CCC2)C1c1ccc(SC)cc1 (stereo unspecified)	6%
98	Cc1ccc(NC(=S)NC(=O)c2ccco2)c(Br)c1	11%
99	O=C(NC(=S)Nc1ccc2oc(-c3ccc(Cl)c(Cl)c3)nc2c1)c1ccccc1[N+](=O)[O-]	26%
100	COc1ccc(NC(=O)C2CCCN(CCCc3ccccc3)C2)cc1OC1CCCC1 (stereo unspecified)	12%
101	O=C1C2CCCC2=NN1c1ccccc1 (stereo unspecified)	6%
102	CC(C)(C)c1ccc(C(=O)Nc2ccc(NC(=O)c3cccc(Br)c3)cc2)cc1	27%
103	Cc1ccc(Sc2ccc(/C=C3/C(=N)N4N=C(c5ccccc5)SC4=NC3=O)o2)cc1	9%
104	COc1ccc(-n2c(O)c(C=Nc3ccc(Br)cc3)c3ccccc3c2=O)cc1	16%
105	O=C(CC1Nc2ccccc2NC1=O)c1ccccc1 (stereo unspecified)	19%
106	Cc1ccccc1OCC(=O)Nc1cc([N+](=O)[O-])ccc1Cl	12%
107	COCCOC(=O)C1=C(C)NC2=C(C(=O)CC(c3ccc(Cl)cc3)C2)C1c1cccc(OC)c1OC (stereo unspecified)	20%
108	CN(C1CCCCC1)S(=O)(=O)c1ccccc1[N+](=O)[O-]	15%
109	CN1C(c2ccccc2)CC(O)(c2ccccc2)CC1c1ccccc1 (stereo unspecified)	6%
110	Clc1ccc2nc(Nc3ccccc3)nc(-c3ccccc3)c2c1	5%
111	O=C(/C=C(\O)c1ccc(Cl)cc1)C(=O)N=Nc1c(O)[nH]c2ccc(Br)cc12	16%
112	COc1cc(/C=N\Nc2cc(C)c3ccccc3n2)ccc1O	13%
113	O=C1NN(c2ccccc2)C(=O)/C1=C/c1ccc(-c2ccccc2)o1	18%
114	CCCCn1c(CN2C(=O)c3ccccc3C2=O)nc2ccccc2c1=O	36%
115	CC(=O)N1CC23C=CC(CC2CC12CCCCCC2)O3 (stereo unspecified)	0%

A different layout for 2 compounds above:
(108) CN(C1CCCCC1)S(=O)(=O)c1ccccc1[N+](=O)[O-]
  RNase H inhibition: 15%
(109) CN1C(c2ccccc2)CC(O)(c2ccccc2)CC1c1ccccc1 (stereo unspecified)
  RNase H inhibition: 6%

(more compounds)
no.	SMILES	RNase H inhibition
116	NNC(=O)CN1C(c2ccccc2)=Nc2ccc(Br)cc2C1c1ccccc1 (stereo unspecified)	15%
117	COc1ccc(C2Nc3ccc4ccccc4c3C3=C2C(=O)CC(C)(C)C3)cc1[N+](=O)[O-] (stereo unspecified)	14%
118	COc1ccc(OCCOc2ccc(C=C3C(=O)NC(=O)NC3=O)cc2OC)cc1	11%
119	Cc1ccc(S(=O)(=O)N(Cc2ccccc2)CC(O)Cn2c3ccc(Cl)cc3c3cc(Cl)ccc32)cc1 (stereo unspecified)	16%
120	COc1ccc(S(=O)(=O)N(CC(=O)Nc2cccc(Cl)c2)Cc2ccccc2)cc1OC	4%
121	COc1cc(NC(=O)/C=C/c2ccc(Cl)cc2Cl)ccc1NC(=O)c1ccco1	5%
122	O=C(NC(NC(=S)Nc1cccc2cccnc12)C(Cl)(Cl)Cl)c1ccccc1 (stereo unspecified)	10%
123	Cc1[nH]n(-c2ccccc2)c(=O)c1C(=O)c1ccc([N+](=O)[O-])cc1	0%&2%
